High-throughput results deposited in PubChem BioAssay by NCI.
NCI-60 one-dose screen, 48 h, at 10 µM unless noted. Numbers give growth in % (100 = growth as untreated, 0 = no growth, -100 = all killed).
T-47D = T-47D breast cancer; hit rate 5% among 79,000; AID 1794792
MDA-MB-231 = MDA-MB-231 breast cancer; hit rate 5% among 81,000; AID 1794789
LOX IMVI = LOX IMVI melanoma | hit rate 7.4% among 79,000 | AID 1794757
K-562 = K-562 leukemia | hit rate 7.4% among 78,000
BT-549 = BT-549 breast cancer | hit rate 4.4% among 78,000 | AID 1794793
MCF7 = MCF7 breast cancer; hit rate 6.3% among 82,000; AID 1794796
MDA-MB-468 = MDA-MB-468 breast cancer; hit rate 8.5% among 78,000
HS 578T = HS 578T breast cancer; hit rate 4.1% among 78,000; AID 1794788
Numbers without * were called inactive; . = no result given; & = joins results of further samples; [ ] = another dose, or the depositor's remark. The calls were made as follows: active = growth percent below 10; inactive = the rest.

SMILES | T-47D | MDA-MB-231 | LOX IMVI | K-562 | BT-549 | MCF7 | MDA-MB-468 | HS 578T
COc1cc(C2CC(c3ccc(N4CCOCC4)cc3)=NN2c2nc(-c3ccc(F)cc3)c(C#N)c(N3CCOCC3)n2)cc(OC)c1OC (stereo not drawn) | 97.4 | 96.2 | 89.6 | 88.4 | 104.2 | 79.0 | 89.1 | 79.8
COc1ccc(-c2n[nH]c(=O)c3c2sc2ncc(-c4ccc(C)cc4)n23)cc1 | 87.6 | 86.7 | 79.2 | 92.1 | 97.8 | 94.7 | 83.9 | 90.1
CCCCc1nc(Cl)c(C2CC(c3ccc(C(F)(F)F)cc3)=NN2C=O)[nH]1 (stereo not drawn) | 88.2 | 96.3 | 99.2 | 90.7 | 97.9 | 87.7 | 96.4 | 98.0
Cc1ccc(S(=O)(=O)NC(CCCN=C(N)N)C(=O)O)cc1 (stereo not drawn) | 103.0 | 101.7 | 102.9 | 118.1 | 99.4 | 100.3 | 100.4 | 123.1
COc1ccc(-c2nc(N=Nc3c(O)[nH]c4ccc(C)cc34)[nH]c(=O)c2C#N)cc1OC | 102.2 | 95.6 | 102.7 | 98.3 | 89.7 | 96.5 | 115.0 | 96.4
O=C(Cc1ccc(Nc2ncnc3[nH]ccc23)cc1)Nc1ccc(F)c(Cl)c1 | 92.7 | 110.9 | 100.8 | 98.7 | 91.4 | 83.0 | 103.2 | 104.7
N#Cc1c(NC(=O)NCc2ccccc2)sc2c1CCCC2 | 40.0 | 18.8 | 24.0 | 14.0 | 24.1 | 19.5 | -33.5* | 9.6*
COc1cc2c(cc1I)-c1c(cc(OC)c(OC)c1OC)CC[C@@H]2NC(C)=O | 55.3 | -6.6* | 33.8 | 9.9* | 47.7 | 11.3 | -6.0* | -21.4*
CN1C(=O)C2=C(NCCN(C(=O)Cc3ccc4ccccc4c3)C2c2ccc(Cl)c(Cl)c2)C1(C)C (stereo not drawn) | . | 91.7 | 94.6 | 94.3 | 97.0 | 94.8 | 97.0 | 104.2
CN(C)Cc1cc(C(=O)/C=C/c2ccc(N)cc2)cc(CN(C)C)c1O | 93.4 | 91.6 | 101.5 | 121.5 | 207.1 | 106.2 | . | 108.8
CC(Oc1ccc(C(=O)O)cc1C(F)(F)F)c1ccc(Oc2ccccc2)cn1 (stereo not drawn) | 100.2 | 101.2 | 97.0 | 82.8 | 89.1 | 89.5 | 97.3 | 99.6
Cc1cc(C(=O)CSc2nc3ccccc3c(=O)[nH]2)c(C)n1C | 79.9 | 90.4 | 94.7 | 110.4 | 89.8 | 95.1 | . | -35.7*
O=C(CCCc1ccccn1)c1cccc2ccccc12 | 88.8 | 88.2 | 95.7 | 96.4 | 99.8 | 85.9 | 116.4 | 105.6
Nc1ncnc2c1c(-c1cccc(Cl)c1)nn2CC(=O)N1CCOCC1 | 105.4 | 104.1 | 102.6 | 105.5 | 97.2 | 94.9 | 98.6 | 103.1
Cc1cc(=O)oc2cc(OCCCOc3ccc(/C=C/C(=O)Nc4ccc(Br)cc4)cc3)ccc12 | 57.7 | 70.5 | 67.9 | 78.4 | 78.8 | 58.9 | 75.9 | 76.3

Some entries already given, showing only HS 578T and MDA-MB-468:
Structure | HS 578T | MDA-MB-468
COc1ccc(-c2nc(N=Nc3c(O)[nH]c4ccc(C)cc34)[nH]c(=O)c2C#N)cc1OC | 96.4 | 115.0
O=C(Cc1ccc(Nc2ncnc3[nH]ccc23)cc1)Nc1ccc(F)c(Cl)c1 | 104.7 | 103.2

Whole records, quoted from the list:
COc1ccc(-c2n[nH]c(=O)c3c2sc2ncc(-c4ccc(C)cc4)n23)cc1 is entered as T-47D = 87.6; MDA-MB-231 = 86.7; LOX IMVI = 79.2; K-562 = 92.1; BT-549 = 97.8; MCF7 = 94.7; MDA-MB-468 = 83.9; HS 578T = 90.1
CCCCc1nc(Cl)c(C2CC(c3ccc(C(F)(F)F)cc3)=NN2C=O)[nH]1 (stereo not drawn) is entered as T-47D = 88.2; MDA-MB-231 = 96.3; LOX IMVI = 99.2; K-562 = 90.7; BT-549 = 97.9; MCF7 = 87.7; MDA-MB-468 = 96.4; HS 578T = 98.0

(more compounds)
SMILES | T-47D | MDA-MB-231 | LOX IMVI | K-562 | BT-549 | MCF7 | MDA-MB-468 | HS 578T
COc1cc(C)c(C(=O)Oc2cc(C)c(C(=O)O)c(O)c2C)c(OC)c1C | 90.8 | 107.7 | 100.5 | 96.5 | 97.9 | 95.4 | 110.2 | 115.5
COc1cc(Nc2c(C#N)cnn3cc(-c4cnn(CC(C)(C)O)c4)cc23)ccc1Cl | 45.1 | 65.4 | 31.0 | 12.9 | 85.5 | 48.0 | 65.1 | 61.9
CCCCCCCC1(C)NC(=O)NC1=O (stereo not drawn) | 123.2 | 116.3 | 103.1 | 90.6 | 121.0 | 97.6 | 114.6 | 114.4
O=C(N=c1oc2ccccc2cc1-c1cc2ccccc2[nH]1)c1ccc(Cl)cc1 | 47.5 | 51.2 | 60.5 | 26.5 | 76.0 | 30.4 | . | 63.3
CN(C(=O)CN(CCO)CC(=O)N(C)C(C)(C)Cc1ccccc1)C(C)(C)Cc1ccccc1 | 73.5 | 57.0 | 77.8 | 59.7 | 87.3 | . | 61.4 | 73.4
O=C(O)c1cc2cc([N+](=O)[O-])ccc2s1 | 101.1 | . | 97.4 | 94.6 | 107.6 | 95.7 | 96.2 | 98.8
COc1ccc(C(=O)c2c(N)nc3n2CCCC3)cc1OC | 101.1 | 115.1 | 97.0 | 90.6 | 93.9 | 99.0 | 97.7 | 108.4
Cc1ccc(NC(=O)c2ccc3c(c2)nc(-c2cc4ccccc4[nH]c2=O)n3-c2cc(C(C)(C)C)[nH]n2)cc1 | 59.6 | 84.3 | . | 70.7 | 80.5 | 64.1 | 79.8 | 66.7
COc1ccc2[nH]c(=O)cc(-n3nncc3Cn3c4ccccc4c4ccccc43)c2c1 | . | 106.7 | 106.6 | . | 96.9 | 96.5 | 115.8 | 104.8
CC(=O)Nc1ccc(-n2cnc3cc(-c4cccc(O)c4)ccc32)cc1 | 76.6 | 106.5 | . | 53.2 | 104.3 | 86.0 | 91.9 | 85.5
Cn1c(SCC(=O)Nc2ccc(-c3nc4ccc([N+](=O)[O-])cc4[nH]3)cc2)nc2ccccc2c1=O | 72.1 | 78.5 | . | 93.6 | 27.8 | 45.3 | 56.5 | 81.5
C[C@H]1CN[C@@H](C)CN1 | 109.0 | 110.4 | 106.9 | 105.5 | . | 98.1 | 127.8 | 112.6
CC(C)CC(NC(=O)CCCCCl)C(=O)O (stereo not drawn) | 98.7 | 112.7 | 105.2 | 97.1 | 113.2 | 95.4 | 100.1 | 118.6
O=C(NS(=O)(=O)c1ccc2ccccc2c1)n1ccc2cc(Br)cnc21 | 95.8 | 99.8 | 103.2 | 97.1 | 95.6 | 98.0 | 110.0 | 109.4
CCn1c(CN2CCN(c3cc4c(cc3F)c(=O)c(C(=O)O)cn4C3CC3)CC2)n[nH]c1=S | 107.4 | 104.3 | 95.4 | 106.0 | 102.3 | 93.5 | 96.4 | 107.1
O=C(Nc1ccc(-n2cc(-c3ccncc3)c(-c3ccc(O)c(Cl)c3)n2)cc1)Nc1ccc(Cl)c(C(F)(F)F)c1 | 29.2 | -39.7* | 16.6 | 17.1 | -19.4* | 15.0 | -6.6* | .
[C-]#[N+]c1c(-c2ccc(OC)c(OC)c2)cc(-c2ccc(Cl)c(Cl)c2)nc1N | 75.7 | 71.2 | . | 76.1 | 87.4 | 51.2 | 88.9 | 99.3
CCn1cnc(C[C@H](NC(=O)[C@H](CCCCNC(=O)Nc2cc(C(F)(F)F)cc(C(F)(F)F)c2)NC(=O)Nc2cc(C(F)(F)F)cc(C(F)(F)F)c2)C(=O)OC)c1 | -62.8*[100 µM] | -100.0*[100 µM] | -100.0*[100 µM] | -80.2*[100 µM] | -35.3*[100 µM] | -47.0*[100 µM] | -21.0*[100 µM] | -7.1*[100 µM]
Nc1c(C(=O)Nc2ccccc2)sc2ncc(Cl)cc12 | 81.3 | 90.1 | 96.3 | 91.0 | 87.2 | 85.3 | 101.3 | .
O=S(=O)(Nc1cc(Sc2nc3ccccc3s2)c(O)c2ccccc12)c1ccc2ccccc2c1 | 79.5 | 71.1 | 60.1 | -35.7* | 105.1 | 81.7 | -0.1* | 101.0
CS(=O)c1nc2nnc([N+](=O)[O-])c(=O)n2[nH]1 (stereo not drawn) | 96.7 | 108.1 | 98.2 | 107.7 | 94.0 | 97.7 | 90.5 | 98.0
O=C(O)CCC(=O)c1ccc(C2CCCCCC2)cc1 | 96.2 | 108.7 | 99.0 | 90.2 | 94.9 | 96.6 | 105.3 | 101.9
O=C(/C=C\C(=O)OC1CCCCC1)OC1CCCCC1 | 95.0 | 98.4 | 97.3 | 105.4 | 101.1 | 86.5 | 97.1 | .
CCOC(=O)c1cn([C@H]2CC(=O)[C@@H]3OC[C@H]2O3)nc1N | 107.0 | 113.1 | 100.0 | 103.3 | 107.4 | 99.7 | 96.1 | 103.3
O=c1ccc(Cl)n[nH]1 | 99.5 | 119.5 | 93.5 | 49.4 | 117.4 | 100.0 | 109.9 | 104.4
O=C1/C(=C/c2cccc(Br)c2)COc2ccc(O)c(O)c21 | -14.3* | -26.7* | -90.8* | 10.3 | -19.2* | 6.5* | -47.5* | 13.5
CCc1[nH]nc(-c2ccc(OC)cc2)c1-c1ccccc1OCCN(CC)CC | 97.4 | 99.2 | 80.2 | 88.4 | 87.7 | 93.2 | 87.8 | 99.4
O=[N+]([O-])c1ccc(Oc2cccc(Cl)c2)cc1 | 98.8 | 101.2 | 99.3 | 97.7 | 109.1 | 83.8 | 92.9 | 101.0
COc1cc(S(C)=O)ccc1-c1nc2ncccc2[nH]1 (stereo not drawn) | 98.6 | 94.9 | 89.1 | 92.6 | 113.8 | 101.0 | 109.0 | 93.9
CCC1S/C(=N\N=C(/C)c2cccs2)N(c2ccccc2)C1=O (stereo not drawn) | 90.6 | 97.7 | 104.6 | 110.0 | 111.7 | 84.5 | . | 122.9
CCOP1(=O)OCCN(C)c2oc(-c3ccc([N+](=O)[O-])cc3)nc21 (stereo not drawn) | 91.7 | 99.0 | 96.7 | 105.0 | 109.5 | 90.1 | 121.3 | 100.2
CN(C)CCN(Cc1cccs1)c1ccccn1 | 96.8 | 107.9 | 91.9 | 95.2 | 113.6 | 107.6 | 104.3 | 98.9
NCCCNc1nc2sc3c(c2c(=O)[nH]1)CCCC3 | 63.2 | 84.5 | 77.2 | 103.0 | 84.7 | 91.4 | 85.0 | 78.0
C/C(=N\Nc1ccc([N+](=O)[O-])cn1)c1ccccc1 | 100.1 | 101.4 | 99.4 | 99.8 | 104.4 | 97.0 | 109.9 | 109.8
CCc1ccc2c(c1)CCC2 | 107.7 | 126.3 | 102.7 | 101.0 | 98.4 | 99.0 | 107.8 | .
Cc1ccc(S(=O)(=O)NNC(=O)C2CCC(=O)N2)cc1 (stereo not drawn) | 99.9 | 109.0 | 104.1 | 106.7 | 114.6 | 102.7 | 105.1 | 117.4
COc1cc(/C=C/C(=O)c2ccc(S(=O)(=O)NCCNc3nc(N(C)C)nc(N4CCOCC4)n3)cc2)cc(OC)c1OC | 29.9 | -82.0* | -100.0* | -67.8* | -73.3* | -96.4* | -100.0* | 19.9
COc1cc2c(cc1OCCCN1CCN(CCCOc3cc4c(cc3OC)C(=O)N3CCC[C@H]3C=N4)CC1)C=CC(C)(C)O2 | -55.2* | -81.9* | -98.6* | -35.8* | -100.0* | -100.0* | . | -77.9*
C=CC(=O)OC1CCC(C(C)(C)CC)CC1 (stereo not drawn) | 111.6 | 105.5 | 100.6 | 108.7 | . | 96.0 | 108.5 | 101.3
COC(=O)C1C2CC3c4[nH]c5cc(OC)ccc5c4CCN3CC2CC(OC)C1OC (stereo not drawn) | 96.0 | 117.1 | 102.0 | 110.2 | 110.5 | 90.5 | 121.4 | 105.9
COC1=C(Br)C(=O)c2ncccc2C1=O | . | 66.1 | 84.1 | 69.4 | 100.2 | 86.4 | 57.9 | 104.2
CCN(CC)CCCNC(=O)c1ccc(N)cc1O | 107.4 | 94.6 | 90.6 | 12.3 | 98.7 | 96.8 | 85.7 | 98.4
CCC(=O)c1cccc2ccccc12 | 95.7 | 89.7 | 106.2 | 96.8 | . | 93.7 | 95.9 | 102.9
CCOc1ccc(C(=N)N2CCN(C)CC2)c2ccccc12 | 77.5 | 93.4 | 96.5 | 100.6 | 94.9 | 106.1 | 98.4 | 99.9
COc1ccc(-c2cc(-c3cccnc3)nc(SCC#N)c2C#N)cc1OC | 84.4 | 63.8 | 81.9 | 92.4 | 97.4 | 87.8 | 110.1 | 103.8
O=C1C[C@@H](c2ccccc2)Oc2c(Cc3ccccc3O)c(O)c(Cc3cc(Cc4cc(Cc5ccccc5O)ccc4O)ccc3O)c(O)c21 | 94.0 | 82.4 | 87.2 | 99.8 | 103.8 | 92.2 | 101.1 | 85.4
Cc1cc(C)c2c(Nc3ncnc4c3sc3nc(C)cc(C)c34)csc2n1 | 93.6 | 100.4 | 77.5 | 98.5 | 114.4 | 71.4 | 97.8 | 99.1
C1=Cc2ccccc2Nc2ccccc21 | 80.3 | 101.1 | 95.7 | 111.8 | . | 74.2 | 10.0 | 160.5
O=[N+]([O-])c1ccc(Br)c(I)c1 | 105.0 | 111.3 | 102.4 | 96.7 | 109.1 | 94.8 | . | .
NNc1nncc2ccccc12 | 95.2&105.3 | 82.7&95.7 | 88.9&96.0 | 97.9&113.0 | 82.3&94.3 | 84.3&99.8 | 103.4 | 114.1
